ERb coact inh – ER-beta (human) coactivator binding inhibition. TR-FRET ER-beta LBD / SRC1-Cy5 peptide binding; receptor agonist-loaded with 1 µM estradiol. inhibition, % at 25.6 µM. actives 1.3% (n = 86,000). AID 633;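 active means compounds whose percent inhibition of the receptor-coactivator binding signal exceeds about 50% in the single-dose screen, limit read from the data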;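 further: 0% = receptor plus peptide wells without compound and 100% = peptide-only wells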
Target sequence (Q92731 whole entry, looked up, the tested form may be a part): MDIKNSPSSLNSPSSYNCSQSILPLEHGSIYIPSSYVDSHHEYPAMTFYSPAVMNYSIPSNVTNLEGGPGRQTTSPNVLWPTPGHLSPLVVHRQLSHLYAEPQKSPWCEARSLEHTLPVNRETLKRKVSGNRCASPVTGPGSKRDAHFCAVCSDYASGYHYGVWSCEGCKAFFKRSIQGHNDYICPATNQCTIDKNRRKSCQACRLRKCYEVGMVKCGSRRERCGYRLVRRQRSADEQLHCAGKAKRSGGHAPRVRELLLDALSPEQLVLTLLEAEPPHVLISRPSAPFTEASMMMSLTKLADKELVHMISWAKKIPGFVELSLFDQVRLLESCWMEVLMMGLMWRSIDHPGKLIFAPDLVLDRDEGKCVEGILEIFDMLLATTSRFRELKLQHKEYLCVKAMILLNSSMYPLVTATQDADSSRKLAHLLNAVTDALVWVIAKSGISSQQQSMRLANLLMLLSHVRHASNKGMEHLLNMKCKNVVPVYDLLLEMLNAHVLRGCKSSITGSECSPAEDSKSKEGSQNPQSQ
Lung fibro prol – blocks proliferation of human lung fibroblasts | AID 719 | actives 1.1% (n = 85,000) | LL 47 human lung fibroblast viability, ATP luminescence; active compounds read low | viability, % at 10 µM;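 active means viability at or below 50% in the single dose screen; inactive means viability above 50%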;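 further: compound exposure lasted 72 h before the ATP readout; 100% = median luminescence of untreated cell-only wells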
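material = human LL 47 lung fibroblast cells | dosing = compounds added from tenfold dosing solution, 0.1% DMSO final | timing = overnight cell rest, 72 h compound treatment at 37 °C | measured by = CellTiter-Glo luminescence measuring cellular ATP | evaluation = % viability versus median cells-only luminescence | control set = cell-only wells, no compound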
H69AR growth 86K – blocks growth of human H69AR lung tumor cells | H69AR lung tumor viability, ATP luminescence, 72 h; active compounds read low | actives 6% (n = 85,000) | viability, % at 10 µM;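 active means viability at or below 40%; inactive means viability above 40%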;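 further: multidrug resistant small cell line overexpressing MRP-1 efflux transporter; 100% = mean luminescence of untreated control wells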
ERa SRC1 pot – enhances coactivator binding to human estrogen receptor alpha; TR-FRET ERalpha-LBD/SRC-Cy5 coactivator binding, 2 h; 100 = basal binding, no effect; coactivator binding (% of control), % at 25.6 µM; actives 1.3% (n = 86,000); AID 639; in the data active means activity above about 200%;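 further: binding measured in presence of low estradiol as agonist stimulus; 0% = peptide alone without receptor and 100% = receptor with peptide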
ERa coact inh – blocks coactivator binding to human estrogen receptor alpha; actives 1.7% (n = 86,000); inhibition, % at 25.6 µM; TR-FRET ER-alpha LBD / SRC-1 peptide, estradiol-bound; AID 629; in the data active means inhibition above about 50%;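 further: 0% = receptor plus peptide control and 100% = peptide only without receptor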
HUVEC inhibit – blocks proliferation of human endothelial cells | HUVEC proliferation, CellTiter-Glo luminescence, 72 h; active compounds read low | viability, % at 10 µM (by protocol) | actives 1.1% (n = 86,000) | AID 648;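 active means viability at or below 30%; inactive means viability above 30%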;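 further: 100% = median luminescence of DMSO-only cell control wells on each plate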
Smad3 FoxH1 inh – blocks human Smad3 binding to FoxH1 peptide | inhibition, % at 25 µM | actives 0.29% (n = 88,000) | AID 630 | TR-FRET Smad3/Dy647-FoxH1 peptide binding, europium anti-His | P84022;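 active means compounds that reduce the energy-transfer binding signal between the protein and its labelled peptide by more than half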;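 further: 0% = Smad3 plus labelled peptide maximal FRET and 100% = peptide-only background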
Target sequence (P84022 whole entry, looked up): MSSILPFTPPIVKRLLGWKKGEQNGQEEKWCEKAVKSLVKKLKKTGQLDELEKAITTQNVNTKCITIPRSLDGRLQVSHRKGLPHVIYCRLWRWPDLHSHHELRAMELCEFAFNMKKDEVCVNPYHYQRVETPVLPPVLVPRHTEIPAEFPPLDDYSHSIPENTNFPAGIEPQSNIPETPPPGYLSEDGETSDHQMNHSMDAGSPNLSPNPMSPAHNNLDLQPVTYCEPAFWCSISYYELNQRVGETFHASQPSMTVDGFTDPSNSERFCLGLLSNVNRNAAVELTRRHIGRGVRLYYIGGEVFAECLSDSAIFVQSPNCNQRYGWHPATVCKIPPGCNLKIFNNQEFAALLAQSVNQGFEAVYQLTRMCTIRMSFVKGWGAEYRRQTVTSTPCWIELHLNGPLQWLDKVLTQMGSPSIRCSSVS
CD11b adhes enh – increases human CD11b/CD18 adhesion to fibrinogen. P05107+P11215. K562 CD11b/CD18 adhesion to fibrinogen, ATPlite luminescence. AID 1499. activation, % at 10 µM. actives 0.07% (n = 93,000);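 active means 10 µM primary screen giving 50% or more activity, confirmed by 40% or more on retest at that dose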; further: strong numbers were not always called active
MT1-MMP txn act – activates MT1-MMP transcription. HT1080 MT1-MMP promoter luciferase reporter, luminescence, overnight; active compounds read high. activation factor at 10 µM. actives 0.16% (n = 86,000). AID 750;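 active means activation factor of at least 2 for MT1-MMP transcription at 10 µM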
Starred values were filed as active, the others as inactive; nt = not tested or not shown; [ ] = another dose, or the depositor's remark.

SMILES | ERb coact inh | Lung fibro prol | H69AR growth 86K | ERa SRC1 pot | ERa coact inh | HUVEC inhibit | Smad3 FoxH1 inh | CD11b adhes enh | MT1-MMP txn act
Cn1ncc(N)c1C(=O)Nc1cccc(C(F)(F)F)c1 | -16 | 100 | 98 | 115 | -12 | 97 | 8 | -7 | 1
CC(=O)N(Cc1ccco1)C1(C(=O)NC2CCCCC2)CCCCC1 | -5[fluorescence artefact?] | 92 | 84 | 108 | 4[fluorescence artefact?] | 91 | 2 | -4 | 1.2
Cc1cc(C)n(C(=O)c2ccncc2)n1 | -16[fluorescence artefact?] | 95 | 100 | 101 | 3 | 93 | 17 | 2 | 1.1
N#Cc1c(NCCCO)nc(NCc2ccccc2)c2c1CCN(Cc1ccccc1)C2 | 13 | 86 | 43 | 104 | 3 | 70 | -2 | -6 | 1.4
CCN(CC)CCn1c(=N)n(CCOc2ccccc2)c2ccccc21 | -11 | 33* | 10* | 98 | -9 | 64 | 1 | 1 | 1.3
Cc1c(NC(=O)c2cc(-c3cccs3)on2)c(=O)n(-c2ccccc2)n1C | -31 | 101 | 90 | 91 | -25 | 92 | 17 | -3 | 1.2
CO/N=C(/CS(=O)(=O)c1ccc(Br)cc1)c1ccc(OC)cc1 | 5[fluorescence artefact?] | 91 | 31* | 95 | 10[fluorescence artefact?] | 77 | -4 | 0 | 1.3
CC(Sc1nnc(C2CCCCC2)n1N)C(=O)NCc1ccc2c(c1)OCO2 (centres undefined) | -8 | 107 | 81 | 106 | -8 | 110 | 4 | -2 | 1.2
COc1cc(NS(=O)(=O)c2cccc3nsnc23)c(C(=O)O)cc1OC | -4 | 108 | 92 | 126 | -5 | 113 | 14 | 2 | 1.1
CN1C(=O)C(O)(c2sc(N)nc2-c2ccccc2)c2ccccc21 (centres undefined) | 7[fluorescence artefact?] | 101 | 100 | 120 | 8 | 100 | 1 | -4 | 1
Cn1c(C(=O)N2CCCC(C(=O)NCc3ccc4c(c3)OCO4)C2)cc2sccc21 (centres undefined) | -5 | 93 | 69 | 116[fluorescence artefact?] | 4 | 80 | 33[fluorescence artefact?] | -1 | 1.1
COc1ccc(-c2nnc(SCc3ncc(-c4ccccc4)o3)o2)cc1 | -6[fluorescence artefact?] | 107 | 85 | 112 | 17 | 73 | -16 | -1 | 1.2
CN1CCN(c2ccccc2NC(=O)c2ccc(-c3ccccc3)cc2)CC1 | 2 | 87 | 33* | 109 | -4 | 48 | 4 | -2 | 1.3
O=C(COC(=O)c1cc(S(=O)(=O)N2CCOCC2)ccc1O)NCCc1ccccc1 | 2 | 106 | 96 | 91 | 10 | 87 | 1 | -2 | 1.1
CCc1c(C)sc(NC(=O)c2cc(-c3ccc(OC)c(OC)c3)on2)c1C#N | 23 | 101 | 66 | 60[fluorescence artefact?] | 2 | 74 | -66[fluorescence artefact?] | -7 | 1.1
CC1CCCCN1Cc1ccc(-c2nn[nH]n2)cc1 (centres undefined) | -2[fluorescence artefact?] | 105 | 88 | 114[fluorescence artefact?] | 7 | 108 | 1[fluorescence artefact?] | -2 | 1.3
COc1ccc(N=C2NN=C(c3ccc4c(c3)OCCO4)CS2)cc1 | 0 | 110 | 74 | 95 | 6[fluorescence artefact?] | 83 | -12 | 20 | 1.2
COc1ccc(C2c3c(oc4ccccc4c3=O)C(=O)N2c2ccccn2)cc1OC (centres undefined) | 8[fluorescence artefact?] | 92 | 26* | 116 | 3 | 92 | -12 | nt | 1.1
Cc1noc(C)c1C(=O)N1CCN(Cc2ccc3c(c2)OCO3)CC1 | 17 | 97 | 92 | 94 | -12 | 98 | -4 | 2 | 1.1
O=C(CCN1C(=O)C2CC=C(Cl)CC2C1=O)Nc1ccccc1O (centres undefined) | 18[fluorescence artefact?] | 103 | 76 | 65[fluorescence artefact?] | 19 | 85 | -8 | 8 | 1.1
Cc1cc(C)c2ccc(C(=O)O)nc2c1O | 10 | 93 | 38* | 91 | 7 | 83 | 14 | 3 | 1.2
CC(=O)NC1CC2CCCC(C1)N2S(=O)(=O)c1cccc(F)c1 (centres undefined) | -11 | 94 | 94 | 115[fluorescence artefact?] | -4 | 91 | 6[fluorescence artefact?] | -2 | 1.2
CNC(=S)N1N=C(c2ccccc2)CC1c1ccc(Br)cc1 (centres undefined) | -7 | 84 | 77 | 171 | -2 | 88 | -5 | -5 | 1.3
CCN(CC)C(C)C(=O)NCC1(c2ccccc2)CCOCC1 (centres undefined) | -5[fluorescence artefact?] | 95 | 99 | 112 | -15 | 90 | 6 | nt | 1.2
CCCC(=O)Nc1ccc(Cl)c(NC(=O)CC)c1 | -2 | 107 | 91 | 126[fluorescence artefact?] | -2 | 98 | -1 | -5 | 1.1
Cc1ccc(Nc2cc(C)nc3nnnn23)cc1 | 20 | 101 | 97 | 91 | -8 | 95 | 7 | -1 | 1.1
CCNS(=O)(=O)c1ccc2c(c1)n(C)c(=O)n2C | -37 | 101 | 102 | 101 | -6 | 81 | 12[fluorescence artefact?] | -6 | 1.1
O=C(Cn1cnc2c(nnn2-c2cccc(Cl)c2)c1=O)N1CCCC1 | 12 | 95 | 107 | 90 | 4 | 86 | 2 | -5 | 1
NC(=O)C1(N2CCCCC2)CCN(CC(=O)Nc2ccc(Oc3ccccc3)cc2)CC1 | 13 | 95 | 98 | 124 | 18 | 103 | -6 | 4 | 1.1
CS(=O)(=O)N1CCN(c2ccccc2NC(=O)c2ccco2)CC1 | 8 | 107 | 87 | 95 | -8 | 106 | 16[fluorescence artefact?] | nt | 1.1
Cc1cccc(N(CC(=O)Nc2ccccc2F)S(C)(=O)=O)c1 | -4 | 93 | 88 | 103 | -4 | 95 | 1 | -2 | 1.1
CC(=O)c1c(N2CCOCC2)nc(=S)n(-c2ccccc2)c1C | -1 | 105 | 113 | 86 | -8 | 104 | -2 | 2 | 1
CCCn1nnc(NC(=O)COc2ccc(C3CCCCC3)cc2)n1 | -4 | 98 | 98 | 94 | -6 | 94 | 4 | -11 | 1.3
N#CC1=C(N)OC2=C(C(=O)CCC2)C1C1CC=CCC1 (centres undefined) | 0[fluorescence artefact?] | 92 | 90 | 116 | 0 | 88 | -3 | -2 | 1
Cc1ccccc1NC(=O)C1C2CCC(O2)C1C(=O)O (centres undefined) | -7 | 96 | 95 | 110 | 17 | 85 | 5 | nt | 1.3
CNC(=O)CCCCCNS(=O)(=O)c1ccc(C)cc1 | 5 | 96 | 101 | 108 | 0 | 99 | -16 | nt | 1.3
COc1ccc(S(=O)(=O)Nc2cc(C)cc(C)n2)c2ccccc12 | -11[fluorescence artefact?] | 96 | 86 | 101[fluorescence artefact?] | -12 | 93 | 4 | 1 | 1.1
Cc1ccc(-n2c(=O)cc(N3CCN(C(=O)c4ccco4)CC3)[nH]c2=O)cc1 | -13[fluorescence artefact?] | 106 | 102 | 116 | -4 | 105 | 8 | -4 | 1.1
COC(=O)c1ccc(CN2C(=O)NC3(CCCc4ccccc43)C2=O)o1 (centres undefined) | 12 | 94 | 94 | 83[fluorescence artefact?] | -4 | 94 | 3 | -3 | 1.1
CC(Cc1ccccc1)NC(=O)C1CCCNC1=O (centres undefined) | -6 | 104 | 98 | 113 | -7 | 89 | -5 | -2 | 1.1

The closing 5 compounds of the part before open the next one:
SMILES | ERb coact inh | Lung fibro prol | H69AR growth 86K | ERa SRC1 pot | ERa coact inh | HUVEC inhibit | Smad3 FoxH1 inh | CD11b adhes enh | MT1-MMP txn act
CNC(=O)CCCCCNS(=O)(=O)c1ccc(C)cc1 | 5 | 96 | 101 | 108 | 0 | 99 | -16 | nt | 1.3
COc1ccc(S(=O)(=O)Nc2cc(C)cc(C)n2)c2ccccc12 | -11[fluorescence artefact?] | 96 | 86 | 101[fluorescence artefact?] | -12 | 93 | 4 | 1 | 1.1
Cc1ccc(-n2c(=O)cc(N3CCN(C(=O)c4ccco4)CC3)[nH]c2=O)cc1 | -13[fluorescence artefact?] | 106 | 102 | 116 | -4 | 105 | 8 | -4 | 1.1
COC(=O)c1ccc(CN2C(=O)NC3(CCCc4ccccc43)C2=O)o1 (centres undefined) | 12 | 94 | 94 | 83[fluorescence artefact?] | -4 | 94 | 3 | -3 | 1.1
CC(Cc1ccccc1)NC(=O)C1CCCNC1=O (centres undefined) | -6 | 104 | 98 | 113 | -7 | 89 | -5 | -2 | 1.1
O=C(NC1CCCC1)c1ccc(Br)o1 | -4 | 97 | 80 | 106 | -9[fluorescence artefact?] | 87 | 0 | 0 | 1.2
N=c1c2c3c(sc2nc2n1CCCCC2)CCCCC3 | -2 | 91 | 84 | 94 | -10 | 99 | 0 | 4 | 1.3
Cc1ccc(C(C)C)c(OCCCN2CC(C)OC(C)C2)c1 (centres undefined) | 3 | 102 | 96 | 101 | -3 | 96 | -3 | 4 | 1.1
C=CCc1cccc(C2Nc3ccccc3C(=O)N2O)c1O (centres undefined) | 7 | 99 | 94 | 116[fluorescence artefact?] | -12 | 112 | 0 | 8 | 1
O=C(CSc1ccc(-c2ccc(F)cc2)nn1)NCc1ccco1 | -4 | 95 | 90 | 92 | -13 | 90 | -8 | nt | 1.2
CSc1nc2c(c(C(F)(F)F)n1)CC(C)CC2 (centres undefined) | 3 | 96 | 89 | 110 | -6 | 110 | 4 | -2 | 1.1
CCOC(=O)c1c(NC(=O)CN2CCCCC2)sc2c1CCCC2O (centres undefined) | -3 | 92 | 20* | 90[fluorescence artefact?] | 2 | 73 | -10 | -4 | 1.1
O=S(=O)(c1cccc(Cl)c1)N1CCCC1 | -20 | 91 | 76 | 103 | -34 | 94 | 17 | -2 | 1.1
O=C(Cc1ccccc1)NCCc1cn2ccsc2n1 | -5 | 107 | 96 | 112 | -13 | 90 | 0 | -2 | nt
CCN1CCN(c2cc(C(C)(C)C)nc3c(-c4ccccc4)c(C)nn23)CC1 | 12 | 9.8* | 38* | 68 | 8 | 3.2* | 1 | -3 | 0.9
COC(=O)Cc1c(C)c2ccc(OCc3nn[nH]n3)cc2oc1=O | 5 | 105 | 103 | 96 | 2 | 104 | 2 | 2 | 1
CCC(=O)Nc1cc(C)c(NC(=O)c2ccco2)cn1 | -29 | 103 | 103 | 110 | -27 | 100 | -1 | -1 | 1
O=C(Nc1nncs1)C1c2ccccc2Oc2ccccc21 | -8 | 93 | 90 | 112 | -1 | 86 | -8 | -2 | nt
O=c1cc(N2CCc3ccccc32)[nH]c(=O)n1Cc1ccc(F)cc1 | -1[fluorescence artefact?] | 92 | 100 | 86 | 8[fluorescence artefact?] | 93 | -17 | -4 | 1
Cc1ccc2nc(N3CCN(C=O)CC3)nc(-c3ccccc3)c2c1 | -2 | 85 | 63 | 89 | 1 | 85 | -8 | nt | 1.2
CC(CNC(=O)c1ccc(-c2ccccc2)cc1)CN(C)C (centres undefined) | 1 | 97 | 89 | 108 | -3 | 96 | 1 | -4 | 1.2
O=C(Nc1cc(C(F)(F)F)ccc1N1CCOCC1)c1ccccc1F | -9 | 92 | 70 | 103 | -1 | 108 | 6 | nt | 1
Cc1ccc2nc(-c3cc(N)cc(N)c3)oc2c1 | 0 | 92 | 89 | 101[fluorescence artefact?] | 1 | 77 | 5 | nt | nt
COc1ccc(CCNC(=O)CCC(=O)N2CCN(S(=O)(=O)c3ccccc3)CC2)cc1OC | -8[fluorescence artefact?] | 102 | 110 | 95 | 0 | 107 | -9 | -6 | 1.1
Cc1cccc(NC(=O)C2C(C(=O)O)C3C=CC2C32CC2)c1C (centres undefined) | -1 | 93 | 83 | 114 | -3 | 102 | 3 | -2 | 1.1

Assay outcomes deposited in PubChem BioAssay by several laboratories.

A portion of the library; the hit share may differ from the screen's.
